# Screening data as filed in PubChem.
# FadD28 binding: blocks FadD28 binding to the bisubstrate probe | fluorescence polarization | 0.22% of 360,000 active | inhibition, % at 12.5 µM; in the data active = inhibition above about 8.5%, passing the limit was not always enough; inconclusive = no clear call, values can overlap the other calls
# GDH-TPI inh: inhibits GDH-TPI coupling enzymes, artifact for Mtb FBA screen. GDH-TPI coupled enzyme counterscreen, NADH absorbance. inhibition, % at 4.8 µM. 1.2% of 360,000 active. AID 588335; in the data active = inhibition above about 30%;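 also: 0% = DMSO wells and 100% = wells lacking the enzyme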
# BoNT-F LC inh: inhibitors of Botulinum neurotoxin F light chain protease; Multiplex microsphere protease cleavage assay, flow cytometry; inhibition, % at 10 µM; 0.22% of 360,000 active; in the data active = inhibition above about 35%, passing the limit was not always enough; inconclusive = no clear call, values can overlap the other calls; also: plate controls were buffer without enzyme for full effect and enzyme alone for no effect
# Mtb FBA inh: Mtb fructose-bisphosphate aldolase inhibition; 2.3% of 360,000 active; purified M. tuberculosis FBA, fluorescence read-out; P9WQA3; inhibition, % at 1 µM; in the data active = inhibition above about 27%;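 also: 0% = vehicle and 100% = reference inhibitor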
# BoNT-A LC inh2: BoNT A light chain protease inhibition; multiplex microsphere protease substrate cleavage, flow cytometry; inhibition, % at 10 µM; 0.17% of 360,000 active; AID 588499; also: plate controls were buffer without enzyme for full effect and enzyme alone for no effect
# BioA inh: BioA (M. tuberculosis) enzyme inhibition | 0.096% of 360,000 active | inhibition, % at 9.99 µM | AID 602481 | purified M. tuberculosis BioA enzyme, plate reader; in the data active = inhibition above about 40%; inconclusive = no clear call, values can overlap the other calls
# UGM FP inh: inhibitors of M. tuberculosis UDP-galactopyranose mutase. P9WIQ1. AID 504406. purified UGM, fluorescence polarization probe displacement. 0.06% of 320,000 active. inhibition, % at 10 µM; in the data active = inhibition above about 10%, passing the limit was not always enough; inconclusive = no clear call, values can overlap the other calls
# Anthrax LF prot: anthrax lethal factor protease inhibition; inhibition, % at 10 µM; 0.12% of 360,000 active; P15917; multiplex microsphere protease cleavage assay, LF; also: plate controls were buffer without enzyme for full effect and enzyme alone for no effect
# Target sequence (P15917 whole entry, looked up): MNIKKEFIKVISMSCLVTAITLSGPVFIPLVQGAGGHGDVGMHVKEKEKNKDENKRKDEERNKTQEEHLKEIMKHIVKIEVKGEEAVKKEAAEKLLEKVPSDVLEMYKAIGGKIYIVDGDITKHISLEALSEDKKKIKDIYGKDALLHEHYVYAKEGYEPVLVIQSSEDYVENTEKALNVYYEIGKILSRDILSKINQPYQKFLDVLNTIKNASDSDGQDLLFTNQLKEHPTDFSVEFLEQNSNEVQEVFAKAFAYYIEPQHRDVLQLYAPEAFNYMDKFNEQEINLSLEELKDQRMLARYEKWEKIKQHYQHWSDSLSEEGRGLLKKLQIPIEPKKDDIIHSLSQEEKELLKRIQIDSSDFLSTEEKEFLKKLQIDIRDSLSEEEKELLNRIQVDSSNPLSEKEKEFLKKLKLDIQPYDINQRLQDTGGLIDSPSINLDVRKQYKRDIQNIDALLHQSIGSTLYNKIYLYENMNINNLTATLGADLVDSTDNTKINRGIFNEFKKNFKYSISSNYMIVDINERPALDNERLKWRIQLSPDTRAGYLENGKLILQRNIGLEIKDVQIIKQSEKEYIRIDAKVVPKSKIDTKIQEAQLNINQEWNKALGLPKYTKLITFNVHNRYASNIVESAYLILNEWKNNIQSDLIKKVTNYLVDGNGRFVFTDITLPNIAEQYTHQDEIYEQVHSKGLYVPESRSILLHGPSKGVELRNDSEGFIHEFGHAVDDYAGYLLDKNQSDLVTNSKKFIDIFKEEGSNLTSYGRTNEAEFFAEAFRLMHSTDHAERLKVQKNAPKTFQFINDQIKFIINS
# PfHsp40 yeast: rescue of PfHsp40-mediated yeast toxicity. S. cerevisiae expressing PfHsp40, growth rescue, ATP luminescence. growth rescue, % at 12.5 µM. 0.68% of 340,000 active; in the data active = growth rescue above about 28%, passing the limit was not always enough; inconclusive = no clear call, values can overlap the other calls;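 also: yeast W303a lacking pdr1 and pdr3 grown in galactose medium; growth measured after three days at 30 °C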
# Active calls of the source: *; ? = inconclusive; / = not tested or not shown. Rule as the data show it, unless noted: active = inhibition above about 30%; inconclusive = no clear call, values can overlap the other calls; inactive = below that. No enrichment for hits. About 4.7% of those tested had a hit in this group.
# Values run as follows: FadD28 binding	GDH-TPI inh	BoNT-F LC inh	Mtb FBA inh	BoNT-A LC inh2	BioA inh	UGM FP inh	Anthrax LF prot	PfHsp40 yeast
> Cc1c(OC(C)C(=O)NCc2ccccn2)ccc2c3c(c(=O)oc12)CCC3 (configuration not stated)
→ -3.0	13.3	2.1	30.0*	1.8	43.1*	1.8	2.0	0.1
> Cc1ccc(N2CC(=O)N(c3ccc(C)cc3)CC2=O)cc1
→ -0.2	-8.3	?	10.4	3.4	/	4.0	24.5	6.5
> C/C(=C\C=C(C#N)C#N)c1cc(C#N)c(N)o1
→ /	-1.0	-6.7	-2.5	-2.0	/	/	6.4	-0.4
> COc1ccc(N2C(=O)CC(S/C(N)=N/N=C(\C)c3cccs3)C2=O)cc1 (configuration not stated)
→ 0.2	23.8	-8.3	0.5	-1.2	-0.9	2.8	-0.9	2.7
> CCCCNC(=O)CN(Cc1ccco1)S(=O)(=O)c1ccc(C(C)=O)cc1
→ -2.7	2.9	-1.5	-3.5	-1.4	1.4	/	2.1	-0.4
> Cc1cc(C)n(CC(=O)N2CCCC(N3CCN(c4ccccc4C)CC3)C2)n1 (configuration not stated)
→ -0.3	7.1	5.5	2.5	0.4	0.2	0.8	1.9	-0.9
> O=C(COC(=O)/C=C/c1ccc2ccccc2n1)NNC(=O)c1ccc([N+](=O)[O-])cc1
→ -5.0	28.6	/	-0.3	/	0.7	/	/	0.4
> COc1cc(OC)c(S(=O)(=O)Nc2ccccc2NC(=O)CN2CCOCC2)cc1NC(C)=O
→ -2.8	0.6	-2.1	2.3	-1.6	/	-0.3	-4.7	-1.0
> O=C(NC1=NCCS1)c1ccncc1
→ -2.1	-3.8	4.7	1.4	0.6	-0.8	0.4	1.7	-0.6
> Cc1cc(-n2c(SCC(=O)Nc3ccc(Br)cc3)nc3n[nH]c(C)c3c2=N)ccc1Cl
→ -2.2	-3.9	3.1	-4.1	0.6	-1.2	-3.5	-2.8	-1.3
> CCOc1ccc(-c2c(C)n([O-])c3c([n+]2=O)CCCCC3)cc1
→ -2.7	4.4	0.1	1.8	0.1	1.3	/	-6.2	-1.7
> COc1ccc(C(=O)N/C(=C\c2cc(OC)c(OC)cc2[N+](=O)[O-])C(=O)NCC(=O)O)cc1
→ -0.2	-0.6	-1.5	1.6	0.9	/	0.2	3.9	2.6
> COC(=O)c1oc2ccc(Cl)cc2c1NC(C)=O
→ -1.7	1.5	-3.0	-5.3	1.6	-0.4	-0.6	-2.8	-1.2
> CC1=C(C(=O)Nc2cc(C(=O)N(C)Cc3ccccc3)ccc2C)SCCO1
→ -3.7	-1.0	0.5	-4.7	0.2	-1.7	-2.1	-2.8	-0.3
> O=C(CSc1nnc(-c2cccs2)n1-c1ccccc1)c1ccc2c(c1)OCCO2
→ -3.7	-1.4	5.2	-0.7	0.1	0.4	-1.1	-2.6	-0.9
> COc1cccc(NC(=O)C2CC(=O)N/C(=N/NC(=O)c3ccc(C)cc3)S2)c1 (configuration not stated)
→ -0.7	6.4	-0.7	-2.9	-1.3	/	0.5	-3.1	0.7
> Brc1ccc(OCCCCN2CCCCC2)cc1
→ 0.5	0.0	-2.2	-0.8	-2.3	0.5	-0.1	9.3	-1.0
> Cc1c(-n2c(=S)[nH]c3ccccc3c2=O)c(=O)n(-c2ccccc2)n1C
→ -0.8	2.5	5.3	0.4	5.3	-1.1	-2.5	-0.2	-1.9
> Cc1cccc(NC(=O)CSCC(=O)Nc2ccccc2N2CCCCC2)c1
→ -3.6	-3.6	-11.2	-5.4	-1.3	/	0.3	-2.2	0.0
> COc1ccc(C(=O)CN2C(=O)c3ccccc3C2=O)c(OC)c1
→ -2.0	2.4	1.4	-1.0	-1.9	-1.5	-0.9	1.1	-0.7

# Entries of single compounds from above. Screens in order: FadD28 binding	GDH-TPI inh	BoNT-F LC inh	Mtb FBA inh	BoNT-A LC inh2	BioA inh	UGM FP inh	Anthrax LF prot	PfHsp40 yeast
# COc1cc(OC)c(S(=O)(=O)Nc2ccccc2NC(=O)CN2CCOCC2)cc1NC(C)=O as listed: -2.8	0.6	-2.1	2.3	-1.6	/	-0.3	-4.7	-1.0
# O=C(NC1=NCCS1)c1ccncc1 as listed: -2.1	-3.8	4.7	1.4	0.6	-0.8	0.4	1.7	-0.6

# New compounds follow:
# Values run as follows: FadD28 binding	GDH-TPI inh	BoNT-F LC inh	Mtb FBA inh	BoNT-A LC inh2	BioA inh	UGM FP inh	Anthrax LF prot	PfHsp40 yeast
> O=C1[C@H](Cc2ccccc2)NCCCC[C@@H](c2ccc(Cl)cc2)N1Cc1ccc(Cl)cc1
→ -8.7	13.4	-12.4	4.1	-0.1	-1.0	/	-3.1	-0.2
> COC1=NS(=O)(=O)c2ccccc21
→ -2.4	-4.8	-0.1	-1.6	0.3	/	-2.2	0.3	-0.7
> Cc1ccc(C)c(N(C)C(=O)c2ccc3c(=O)n4c(nc3c2)CCCCC4)c1
→ -2.5	10.9	-6.0	3.1	-1.1	-0.6	-3.4	-6.0	0.0
> O=C(Nc1ncc([N+](=O)[O-])s1)c1ccc2c(c1)OCO2
→ -1.2	8.8	3.3	-22.5	-0.3	2.4	4.3	1.0	-3.7
> CCCN(CCC)C(=O)Nc1ccc(F)cc1F
→ -1.0	2.3	4.8	-0.7	1.2	-1.7	-0.1	-5.1	-1.0
> CCc1cc2cc(C)cc(C)c2nc1SCC(=O)Nc1cc(C)on1
→ 0.9	-3.8	-0.6	1.0	0.1	/	0.2	0.2	-0.3
> Cc1nonc1CN(C)C(=O)c1ccc(OC2CCN(Cc3ccccn3)CC2)cc1
→ 0.3	9.0	-5.4	2.9	-0.8	-4.1	-0.7	-6.0	-1.0
> O=C(Cn1c2ccc(F)cc2c2nc3n(c(=O)c21)CCS3)N1CCCC1
→ /	1.5	-0.9	21.4	-0.9	0.2	0.0	0.3	-0.1
> CCn1c(C)[n+](CCCS(=O)(=O)[O-])c2cc(Cl)c(Cl)cc21
→ -1.6	5.7	7.6	-3.1	-1.5	-3.0	2.4	7.2	-0.2
> COc1cccc(/C=N/N2C(=O)NC3(CCCCC3)C2=O)c1O
→ -1.7	9.7	/	1.6	/	-0.3	0.2	/	-1.2
> O=C(O)CCC(=O)Nc1cccc(-c2nc3ccccc3o2)c1
→ -1.3	3.2	21.2	11.8	1.9	-2.2	2.8	-4.6	-0.5
> CCOc1cc(CN2CCN(c3ccc(C(C)=O)cc3)CC2)ccc1OC
→ -2.5	38.4*	6.2	2.5	1.9	0.0	-1.9	1.3	-0.6
> O=C1CCCC2=C1C(c1ccc(Br)cc1)c1c([nH]c(=S)[nH]c1=O)N2 (configuration not stated)
→ -2.4	14.4	-5.3	0.1	-0.7	1.8	0.7	-1.7	-0.5
> O=C1c2ccccc2NC(c2cccc(O)c2)N1O (configuration not stated)
→ 0.1	-4.0	-19.8	4.3	-3.4	0.9	1.9	8.3	0.6
> CN(C)S(=O)(=O)c1cccc(C(=O)NCCNC(=O)c2cccc(S(=O)(=O)N(C)C)c2)c1
→ -2.7	0.0	?	-0.8	-4.2	0.0	1.2	8.4	-2.2
> Cc1cc(C)c(NC(=O)CNC(=O)COC(=O)CN2C(=O)NC3(CCCC3)C2=O)c(C)c1
→ -1.6	2.5	?	2.0	2.7	0.1	-2.0	2.2	0.7
> Clc1cccc(-c2noc3ncnc(Nc4ccc5c(c4)OCO5)c23)c1
→ -1.2	13.2	-12.5	2.1	-0.6	8.0	0.1	-5.2	14.4
> COc1ccc(-n2c(CNC(=O)COc3ccccc3)n[nH]c2=S)cc1
→ -2.0	-8.9	4.6	-2.1	-0.4	/	-0.5	-10.7	-0.6
> COc1ccc(C(=O)N/N=C/C(Br)=C/c2ccccc2)cc1
→ -10.5	30.7*	-1.0	-7.8	-0.4	/	-1.5	0.4	2.4
> CCOC1=C2CN(S(=O)(=O)c3ccccc3)[C@H](c3ccccc3)C[C@H]2n2c(=O)n(-c3ccccc3)c(=O)n2C1
→ -2.7	/	-0.8	-4.2	0.0	-0.7	/	-2.5	/

# New compounds follow.
# Values run as follows: FadD28 binding	GDH-TPI inh	BoNT-F LC inh	Mtb FBA inh	BoNT-A LC inh2	BioA inh	UGM FP inh	Anthrax LF prot	PfHsp40 yeast
> CN1CCN(c2nc(C(N)=O)cc(-c3ccccc3)n2)CC1
→ -5.7	-4.3	36.0*	-6.8	-0.4	2.3	-0.3	-0.2	2.2
> Cc1ccccc1Cn1nnc(-c2ccc(C(=O)O)cc2)n1
→ -1.1	-4.1	-0.3	0.5	0.3	/	-0.3	5.2	-0.4
> COc1ccc(C(=O)C2CCCN(C(=O)c3cccnc3SC)C2)c(C)c1 (configuration not stated)
→ -1.5	-2.6	-1.9	5.3	0.1	/	-2.3	-3.7	1.6
> CC1(C)Cc2c(C#N)c(NCC3CCCO3)nc(-c3ccco3)c2CO1 (configuration not stated)
→ -0.4	15.2	0.9	29.6*	1.7	-2.9	-0.4	-5.8	0.8
> CCOC(=O)C1CCN(/C=C2/C(=O)NC(=O)N(c3ccc(OCC)cc3)C2=O)CC1
→ -4.9	-2.9	3.2	-2.0	-0.4	-2.2	1.4	4.8	1.3
> Cc1nn(C)cc1S(=O)(=O)N1CCN(c2ccc(F)cc2)CC1
→ -0.9	-4.6	1.8	-0.5	1.5	0.7	-0.5	-0.2	-0.1
> CC(c1nc2scc(-c3ccccc3)c2c(=O)[nH]1)N1CCN(CC(=O)NC2CC2)CC1 (configuration not stated)
→ -2.5	2.8	7.5	-1.1	3.7	/	/	3.0	-1.4
> Cc1ccc(C(=O)NC2CCN(CC(=O)NC3CCC(C)CC3)CC2)cc1 (configuration not stated)
→ -2.6	-6.2	-6.4	-1.0	-1.6	-1.5	-0.4	-2.1	0.2
> CCSc1nnc(NC(NC(=O)c2ccco2)(C(F)(F)F)C(F)(F)F)s1
→ -1.5	3.2	7.4	3.1	0.1	0.0	0.0	4.1	0.2
> O=C(Nc1ccccc1)c1ccc(OC(=O)c2cc3ccccc3o2)cc1
→ -0.5	18.8	3.9	2.3	1.7	-1.5	-0.6	2.2	1.4
> CC(C)(C)c1ccc(C(=O)c2c[nH]c(C(=O)NCc3cccnc3)c2)cc1
→ -2.2	10.4	-0.3	-1.7	4.0	-2.1	-0.1	4.2	-0.1
> O=C(Cn1c(=O)[nH]n(-c2ccccc2)c1=O)N1CCCc2ccccc21
→ -3.3	1.8	-25.4	4.1	-1.3	0.7	-3.3	-5.7	-0.9
> Cc1ccccc1NC(=O)COC(=O)CCc1ccccc1
→ -1.5	0.4	7.3	-1.9	1.0	/	1.1	0.1	-0.7
> O=C(COC(=O)CCSc1ccc(Cl)cc1)NCc1ccccc1
→ -3.9	8.4	-3.1	2.2	-1.1	/	-5.4	0.2	-1.1
> CCC1CCCCN1CCCNC(=O)CNC(=O)Cn1ccc2ccccc2c1=O (configuration not stated)
→ 0.3	5.0	3.9	-1.9	2.5	-2.6	-1.1	7.8	0.1
> O=S(=O)(Nc1nc2ccccc2nc1N1CCc2ccccc2C1)c1ccc(Cl)cc1
→ -1.7	32.1*	2.7	65.5*	2.2	7.6	0.1	-2.1	0.6

# Part of the list above, limited to BioA inh, FadD28 binding and BoNT-A LC inh2.
SMILES | BioA inh | FadD28 binding | BoNT-A LC inh2
O=C(COC(=O)CCSc1ccc(Cl)cc1)NCc1ccccc1 | / | -3.9 | -1.1
Cc1nn(C)cc1S(=O)(=O)N1CCN(c2ccc(F)cc2)CC1 | 0.7 | -0.9 | 1.5
CC1(C)Cc2c(C#N)c(NCC3CCCO3)nc(-c3ccco3)c2CO1 (configuration not stated) | -2.9 | -0.4 | 1.7
CCOC(=O)C1CCN(/C=C2/C(=O)NC(=O)N(c3ccc(OCC)cc3)C2=O)CC1 | -2.2 | -4.9 | -0.4

# Retrieved one by one from the entries so far (2):
# Values run as follows: FadD28 binding	GDH-TPI inh	BoNT-F LC inh	Mtb FBA inh	BoNT-A LC inh2	BioA inh	UGM FP inh	Anthrax LF prot	PfHsp40 yeast
> O=C(Nc1ccccc1)c1ccc(OC(=O)c2cc3ccccc3o2)cc1
→ -0.5	18.8	3.9	2.3	1.7	-1.5	-0.6	2.2	1.4
> O=C(Cn1c(=O)[nH]n(-c2ccccc2)c1=O)N1CCCc2ccccc21
→ -3.3	1.8	-25.4	4.1	-1.3	0.7	-3.3	-5.7	-0.9
